# Source: PubChem BioAssay
# SRC3 TRFRET art: flags TR-FRET format artefacts in PPARgamma SRC-3 recruitment agonist screen; TR-FRET ratio at 8 µM; TR-FRET artefact counter-screen, PPARgamma/SRC-3 format; active compounds read high; actives 0.39% (n = 99,000); in the data active = TR-FRET ratio above about 2000; also: inactives centre near 1600; reference of the scale not given here
# SRC1 TRFRET art: flags TR-FRET format artefacts in PPARgamma SRC-1 recruitment agonist screen; actives 0.34% (n = 99,000); TR-FRET ratio at 8 µM; TR-FRET detection artefact counter-screen, emission ratio; active compounds read high; AID 1051; in the data active = TR-FRET ratio above about 2300; also: inactives centre near 1800; reference of the scale not given here
# Numbers without * were called inactive; & = joins results of further samples. The list is partial, so the mix of outcomes need not match the whole.
# Every second line gives: SRC3 TRFRET art	SRC1 TRFRET art
CCc1ccc(NC(=O)CCCN2C(=S)NC(C)(C)CC2C)cc1 (stereo not drawn)
  1524	1665
C#CCOCCOCCOCCNc1nc(N2CCN(C(=O)Cn3cc(CCCCN)nn3)CC2)nc(N2CCN(C(=O)Cn3cc(CCCCN)nn3)CC2)n1
  1449	1667
Cc1cc(NC(=O)c2noc3c2CCCC3)no1
  1640	2003
CN(C)c1ccc(NC(=O)CSc2nc3c(c(=O)[nH]2)CCCC3)cc1
  1603	1757
CCOC(=O)c1c(/N=C/C2=C(O)CC(C)(C)CC2=O)sc(C)c1C
  1661	1978
O=C(CCSCc1cccc(Cl)c1)NCCC1=CCCCC1
  1689	1550
O=C1CC2C(=O)NCCN2C(=NC(=O)c2ccc(Cl)cc2)N1 (stereo not drawn)
  1468	1357
COc1ccc2cc(CCNC(=O)C3CCCC3)c(=O)[nH]c2c1
  1613	1718
CC(C)Cc1nc2sc3c(=O)[nH]cnc3c2c2c1CCCC2
  1684	1818
CCc1n[n+](CC(=O)c2ccccc2)c(N)s1
  1508	1765
CCCCCN1C(=O)Cn2c(nc3ccccc3c2=O)C1C (stereo not drawn)
  1582	1723
O=C(c1cc(=O)c2ccccc2o1)N1CCN(c2cccc(Cl)c2)CC1
  1655	1978
CN(C)CCNC(=O)c1cc(Sc2ccc(F)cc2)nc2ccccc12
  1584	2016
Cn1c(=O)n(C)c2cc(/C=C3/SC(=O)N(CC(=O)N4CCOCC4)C3=O)ccc21
  1499	1797
COc1ccc(/C=N/NC(=O)OC(C)(C)C)cc1OC
  1555	1631
COc1ccccc1C(=O)n1nc(-c2ccco2)nc1SC
  1473	1826
Cc1cc(/C=C(\C#N)c2nc3ccccc3[nH]2)c(C)n1C
  1623	1948
Cn1c(CNC(=O)c2ccco2)nnc1SCC(=O)Nc1ccc(Br)cc1F
  1576	1715
CCC(C)NC(=O)CN(c1ccc(OC)cc1)S(=O)(=O)c1ccc(NC(C)=O)cc1 (stereo not drawn)
  1728	1810
COc1ccc(C2OCC3(CO2)SC(=O)NC3=O)cc1OC (stereo not drawn)
  1636	1399

# Later entries.
# Every second line gives: SRC3 TRFRET art	SRC1 TRFRET art
CCOC(=O)N1CCN(c2ncc(C(F)(F)F)cc2Cl)CC1
  1491	1874
CNC(=S)N1N=C(c2ccccc2)CC1c1ccc(OC)c(OC)c1 (stereo not drawn)
  1736	2320*
COc1cc(C2C(C#N)=C(N)Oc3cc(C)n(CCc4ccccc4)c(=O)c32)cc2c1OCO2 (stereo not drawn)
  1746	2164
CC1=C(C#N)C(c2cccnc2)C2=C(CC(C)(C)CC2=O)N1 (stereo not drawn)
  1559	1902
NC(=O)c1sc2nccc(Nc3ccccc3)c2c1N
  1507	1723
CNc1nc(SC)nc(N(C)C#N)n1
  1555	1565
CC[C@H](C)C(=O)O[C@H]1C[C@@H](C)C=C2C=C[C@H](C)[C@H](CC[C@@H]3C[C@@H](O)CC(=O)O3)[C@H]21
  1537	1691
COCCNC(=S)N(Cc1cccs1)Cc1cc2cccc(C)c2[nH]c1=O
  1675	1725
CC[C@H](C)[C@@H](C(=O)N1CCNCC1)n1cc([C@@H](N)Cc2ccc(O)cc2)nn1
  1472	1690
C=CCN=Cc1c(C)[nH]n(-c2ccccc2)c1=O
  1571	1926
O=C(OC(c1ccccc1)c1nccc2ccccc12)c1cccc([N+](=O)[O-])c1 (stereo not drawn)
  1433	1666
Cc1cc(=O)[nH]c(N/N=C/C2=C(N3CCOCC3)C(=C\c3ccc(Cl)cc3)/CC2)n1
  1594	1873
Cc1ccc(NC(=O)c2ccc(NCc3ccco3)c([N+](=O)[O-])c2)cc1Cl
  1749	1926
CCCN(CC(=O)Nc1cc(C)on1)S(=O)(=O)c1cccc(C(F)(F)F)c1
  1518	1584
O=C(NC1CCCC1)C(=O)N(Cc1cccnc1)C(C(=O)NCc1ccco1)c1ccccc1F (stereo not drawn)
  1573	1416
COc1ccc(-c2csc3ncn(-c4ccccc4)c(=O)c23)cc1OC
  1640	1622
COC(=O)CC1SC(=O)NC1=Nc1ccc(C)cc1 (stereo not drawn)
  1617	1746
CCc1cccc(CC)c1NC(=S)NC(C)c1ccccc1 (stereo not drawn)
  1468	1554
CC1CN(C(=O)c2ccc(N3CCCCC3)c([N+](=O)[O-])c2)CC(C)O1 (stereo not drawn)
  1672	1648
COc1ccc(C2=C(SC)CC2=NC(C)(C)C)cc1
  1547	1682

# (next part)
# Every second line gives: SRC3 TRFRET art	SRC1 TRFRET art
CCN(CC)C(=O)c1sc(NC(=O)C(C)C)c(C#N)c1C
  1501	1753
Cc1ccc(-n2nnnc2SC(C)C(=O)NCC(=O)Nc2ccc(F)c(F)c2F)c(C)c1 (stereo not drawn)
  1554	1877
O=C(N/N=C/c1ccc(Cl)cc1Cl)C(=O)NC1CC1
  1648	2023
O=C(COC(=O)CNC(=O)c1ccc(Cl)cc1Cl)Nc1ccc(N2CCOCC2)cc1
  1471	1829
Cc1cccc2cc(-c3ccccc3)c(-c3ccccc3)c[n+]12
  1670	1960
CC(=O)c1ccc(N2CCN(C(=O)c3ccc(NC(=O)C4CCCO4)cc3)CC2)cc1 (stereo not drawn)
  1612	1637
COc1ccc(NS(=O)(=O)c2cc(NC(=O)/C=C/c3cc(OC)c(OC)c(OC)c3)ccc2N2CCCCC2)cc1
  1706	1912
Cc1ccc(C(=O)c2ccccc2C(=O)O)cc1C
  1658	1910
CCNc1ccc(C(=O)OCC(=O)NC(=O)NCC(C)C)cc1[N+](=O)[O-]
  1427	1741
CCNc1nc(NCc2ccccc2)nc(SCC(=O)Nc2ccccc2)n1
  1528	1866
CCOc1ccccc1OCCCC(=O)Nc1ccc(OC)nc1
  1728	1944
COCCN(Cc1cc2cc3c(cc2nc1Cl)OCO3)C(=O)Nc1ccc(OC)cc1
  1485	1758
CN(C)S(=O)(=O)c1cccc(NC(=O)c2ccc(N3CCOCC3)c([N+](=O)[O-])c2)c1
  1586	1446
O=C1CC(=O)N(c2cccc(F)c2)N1
  1606	1608
COc1ccc(/C=N/n2cnnc2)cc1Oc1nc(Cl)ncc1F
  1402	1444
Cc1cccc(N2CCN(c3nc4ccc(Cl)cc4n4cnnc34)CC2)c1C
  1821	1960
CN1CCN(C(=O)C2=C[C@@H](c3csc4ccccc34)C[C@@H](OCc3ccc(CO)cc3)O2)CC1
  1784	1932
O=C(c1ccc(N2C(=O)C3CC=C(Cl)CC3C2=O)cc1)N1CCOCC1 (stereo not drawn)
  1498	1974
c1ccc(CSc2ccc(-c3cccs3)nn2)nc1
  1539	1890
C/C(=N/Nc1ccc(C)cc1)C1(C)N(O)C(C)(C)C(c2ccco2)=[N+]1[O-] (stereo not drawn)
  1638	1661

# Later entries.
# Every second line gives: SRC3 TRFRET art	SRC1 TRFRET art
Cc1ccc(S(=O)(=O)N2CCC(C(=O)N[C@@H](C)C(=O)NCc3ccco3)CC2)cc1
  1840	2138
CCc1ccc(C2NC(c3ccc(CC)cc3)C([N+](=O)[O-])C(C)(C)C2[N+](=O)[O-])cc1 (stereo not drawn)
  1749	1755
O=C(c1ccccc1)c1ccc(OCC(=O)N2CCOCC2)cc1
  1215	1879
Cc1cc2c(ncn2C)c(NS(=O)(=O)c2ccc(F)cc2)c1C
  1607	2136
COc1cccc(C(=O)C2CCCN(Cc3cccn3-c3ccccn3)C2)c1 (stereo not drawn)
  1636	1644
Cc1ccccc1CSCC(=O)NCCSc1ccccn1
  1442	1685
CC1=C(CCN2CCN(C3CCCC3)C(CCO)C2)C(C)(C)CCC1 (stereo not drawn)
  1538	1650
CCOC(=O)c1c(-c2ccc(F)cc2)csc1NC(=O)c1c(-c2ccccc2)noc1C
  1471	1867
CC(C)(C)c1nnc2sc(SCC(=O)N3CCc4ccccc43)nn2c1=O
  1662	1811
CC1CCN(CCCNC(=O)c2ccc(Cn3c(=S)[nH]c4ccc(Br)cc4c3=O)cc2)CC1
  1688	1994
Fc1ccc(-n2nnc(-c3ccnc4ccccc34)n2)cc1
  1724	1699
CN1CCN(/N=C/c2ccc(Br)cc2)CC1
  1371	1672
Cc1cccc(N2CCN(C(=O)c3ccoc3C)CC2)c1C
  1557	1669
Cc1ccc(-c2csc(NC(=S)NC(=O)c3cc4ccccc4o3)n2)cc1
  1481	1667
COc1cc(C(=O)NNC(=S)NC(=O)c2ccccc2C)cc(OC)c1OC
  1586	1737
CC(C)(C)n1nc2c(c1NC(=O)Cc1ccccc1)CS(=O)(=O)C2
  1444	1456
CCCC[N+](CC#Cc1ccccc1)(CCCC)CCCS(=O)(=O)[O-]
  1604	1770
O=C(CSc1ncccc1-c1nc2ccccc2[nH]1)Nc1ccc2c(c1)OCCO2
  1741	2017
Cc1ccc(OCC(=O)N/N=C\c2ccc(C)o2)c(C)c1
  1591	1764
Nc1nnc(-c2cccc(Cl)c2Cl)c(N)n1
  1692&1487	1743&1678

# More compounds follow:
# Every second line gives: SRC3 TRFRET art	SRC1 TRFRET art
Cc1nn(C)c2nc(-c3cccs3)cc(C(F)(F)F)c12
  1596	1721
COCCN1Cc2cccc(C(=O)Nc3ccc(-c4nc5ccccc5[nH]4)cc3)c2C1=O
  1570	1890
COc1ccc(Br)cc1C(=O)N/N=C/c1ccc2c(c1)n(C)c(=O)n2C
  1762	1818
CCOC(=O)Cc1csc(SCc2cc(=O)oc3cc(O)ccc23)n1
  1573	1616
COc1ccc(C(=O)Sc2nncc3ccccc23)cc1
  1449	1754
CCOC(=O)Cc1csc(NS(=O)(=O)c2ccc(SC)cc2)n1
  1570	2039
COC(=O)[C@H](C)[C@H]1C[C@]1(C)[C@H](NC(=O)OCc1ccccc1)c1ccccc1
  1837	1708
Cc1ccc(C#CC[N+]2(CC#Cc3ccc(C)cc3)CCCCC2)cc1
  1578	1757
CC(C)Cn1c(N)c(C(=O)COC(=O)c2ccccc2F)c(=O)n(C)c1=O
  1509	1705
COC(=O)c1ccc(CNC(=O)COC(=O)C2CCC(C(C)(C)C)CC2)cc1 (stereo not drawn)
  1607	1804
O=C(CCn1cnnn1)Nc1ccccc1F
  1569	1492
N#C/C(C(=O)N1CCCC1)=C1/N=C(N)c2ccccc21
  1302	1668
C/C(CC(C)(C)c1ccccc1)=N\NS(=O)(=O)c1ccccc1
  1614	1882
Clc1nnc(N2CCCCC2)c2ccccc12
  1528	1905
CN(CC(=O)Nc1ccc(F)c(F)c1F)C(=O)/C=C/c1ccc(Cl)cc1
  1641	1704
Cc1ccc(C)c(N2CCN(C(=O)CSc3ccsc3[N+](=O)[O-])CC2)c1
  1556	1572
COCCNC(=S)N/N=C/c1ccc2c(c1)OCCO2
  1397	1887
O=C(CCS(=O)(=O)c1ccc(Br)cc1)N1CCN(c2ccccc2)CC1
  1646	1768
CNC(=S)N/N=C/c1ccc(OCC(=O)Nc2c(C)cc(C)cc2C)c(OC)c1
  1658	1839
COc1ccc(CC(=O)c2ccc(OC)c(OC)c2C)cc1OC
  1613	1805

# Record cards, from the list above. Order of screens: SRC3 TRFRET art	SRC1 TRFRET art
# Profile of `O=C(CCn1cnnn1)Nc1ccccc1F` → 1569	1492
# Profile of `Cc1ccc(C#CC[N+]2(CC#Cc3ccc(C)cc3)CCCCC2)cc1` → 1578	1757
# Profile of `COc1ccc(Br)cc1C(=O)N/N=C/c1ccc2c(c1)n(C)c(=O)n2C` → 1762	1818
# Profile of `COC(=O)[C@H](C)[C@H]1C[C@]1(C)[C@H](NC(=O)OCc1ccccc1)c1ccccc1` → 1837	1708
# Profile of `COCCNC(=S)N/N=C/c1ccc2c(c1)OCCO2` → 1397	1887

# Next section.
# Every second line gives: SRC3 TRFRET art	SRC1 TRFRET art
O=C(Nc1nonc1NC(=O)c1cccs1)c1cccs1
  1578	1444
Cc1cccc(C(=O)N[C@H](C(=O)Nc2ccc(S(=O)(=O)NC3=NCCCCC3)cc2)C(C)C)c1
  1603	1722
CC(C)c1cc(CNC(=O)CCc2nnc(CCCc3ccccc3)o2)on1
  1668	1643
O=c1[nH]cc(NCCNc2ncc(C(F)(F)F)cc2Cl)c(=O)[nH]1
  1766	1823
C=CCOC(=O)C(C#N)c1nc2ccccc2nc1N1CCN(Cc2ccc3c(c2)OCO3)CC1 (stereo not drawn)
  1467	1908
Cn1c(N)c(C(=O)COC(=O)[C@@H]2CCCN2S(=O)(=O)c2ccc(Cl)cc2)c(=O)n(C)c1=O
  1705	1620
Cc1ccc(C(c2c(C)[nH][nH]c2=O)c2c(C)[nH][nH]c2=O)cc1[N+](=O)[O-]
  1481	1808
O=C(NN1C(=O)C2C3C=CC(C3)C2C1=O)c1ccco1 (stereo not drawn)
  1591	1896
Cc1nnc(NC(=O)c2csc3c2CCCC3)s1
  1487	1732
N/C(=N\OC(=O)CCC1CCCC1)c1ccncc1
  1726	2073
C/C=C/C=C/C(=O)Nc1nccs1
  1361	1762
O=[N+]([O-])c1ccc(O)c(C=Nc2cccc3ncccc23)c1
  1934	1945
CCOC(=O)c1c2c3c(cccc3[nH]c1=O)C(=O)c1ccccc1-2
  1331	1915
Clc1ccc2c(N/N=C/c3ccccc3Br)ccnc2c1
  1595	1961
FC(F)(F)c1cccc(Cc2noc(CN3CCC(N4CCCCC4)CC3)n2)c1
  1812	2041
Cc1ccc(S(=O)(=O)NNC(=O)c2ccc(O)cc2)cc1
  1542	1665
CCn1nc(C(=O)OCC(=O)c2ccc(F)cc2)c2ccccc2c1=O
  1630	1816
CCOc1cc(NC(=S)NCCOC)c(OCC)cc1NC(=O)c1cccs1
  1555	1836
COc1ccccc1-n1nc(C(=O)O)c2ccccc2c1=O
  1377	1854
Cc1nc(CN2CCN(C(=O)CCc3nnc(Cc4c[nH]c5ccccc45)o3)CC2)cs1
  1721	1665
